Screening data: PubChem BioAssay, The Scripps Research Institute Molecular Screening Center
SRC1 TRFRET art: TR-FRET detection interference compounds, primary screen, artefact control for PPARgamma SRC-1 recruitment agonists, biochemical, TR-FRET emission ratio. actives 0.34% (n = 99,000). TR-FRET ratio at 8 µM. AID 1051, 2008. TR-FRET detection artefact counter-screen; hits give high values; in the data active means TR-FRET ratio above about 2300; further: inactives centre near 1800
SRC3 TRFRET art: TR-FRET detection interference compounds, artefact control for PPARgamma SRC-3 recruitment agonists, biochemical, TR-FRET ratio; TR-FRET artefact counter-screen, PPARgamma/SRC-3 format; hits give high values; TR-FRET ratio at 8 µM; actives 0.39% (n = 99,000); AID 1048, 2008; in the data active means TR-FRET ratio above about 2000; further: inactives centre near 1600
An asterisk follows results filed as active.

| SMILES | SRC1 TRFRET art | SRC3 TRFRET art |
| --- | --- | --- |
| COc1cccc(Cn2c(=O)ccc3ccccc32)c1 | 1672 | 1590 |
| CCOCCCNC(=O)c1ccc2c(=O)n(Cc3ccc4c(c3)OCO4)c(=S)[nH]c2c1 | 1943 | 1621 |
| CC1=C(C#N)C(=O)NC(=O)/C1=C\c1ccc(-c2ccc(C)cc2[N+](=O)[O-])o1 | 2161 | 1430 |
| O=C(/C=C/c1ccc[nH]1)c1ccccc1 | 1939 | 1640 |
| Cc1ncc([N+](=O)[O-])n1CC(=O)NC1CCCCCC1 | 1493 | 1651 |
| CC(=O)Nc1ccc(-c2ccc(NC(C)=O)cc2)cc1 | 1794 | 1415 |
| CCC(Oc1ccccc1)C(=O)NCCOC (stereo unspecified) | 1605 | 1315 |
| CCC(Oc1ccccc1)C(=O)N(Cc1ccccc1)c1ccccn1 (stereo unspecified) | 1686 | 1574 |
| Cc1cc(C(=O)N/N=C/c2cccs2)no1 | 1600 | 1600 |
| Cc1cccc(NCc2ccc(O)c3ncccc23)c1C | 1459 | 1457 |
| O=C(Cn1cc(C(=O)C2CCCCC2)c2ccccc21)NCC1CCCO1 (stereo unspecified) | 2019 | 1711 |
| CCOCCCNCc1cc(Br)ccc1OCc1ccccc1 | 1767 | 1642 |
| Cc1ccc(NC(=S)N(Cc2cccs2)Cc2cc3cccc(C)c3[nH]c2=O)cc1 | 1661 | 1525 |
| CS(=O)(=O)Nc1ccccc1C(=O)NCc1ccccc1Cl | 2125 | 1569 |
| O=C(c1cccc(F)c1)N1CCN(c2ccc([N+](=O)[O-])c3cccnc23)CC1 | 1673 | 1450 |
| O=S1(=O)N=C(N/N=C/c2ccco2)c2ccccc21 | 2039 | 1834 |
| NS(=O)(=O)c1cccc(NC(=S)NC(=O)c2cccc([N+](=O)[O-])c2)c1 | 1873 | 1587 |
| O=C(N/N=C/c1cccs1)c1ccc(-n2cccc2)cc1 | 1900 | 1473 |
| CC(C)Cn1c(N)c(C(=O)COC(=O)c2ccc(F)cc2)c(=O)n(C)c1=O | 1844 | 1760 |
| COc1cc(OC)c(OC)cc1/C=N/NC(=O)c1ccc(=O)n(C)c1 | 1685 | 1548 |
| Cc1ccc(-c2ccc(/C=N/NC(=O)CN3CCOCC3)o2)cc1[N+](=O)[O-] | 1713 | 1445 |
| CCCn1c(SCC(=O)Nc2cc(S(=O)(=O)N3CCOCC3)ccc2OC)n[nH]c1=O | 1546 | 1432 |
| COCc1cc(=O)[nH]c(/N=C(\N)Nc2ccc(Oc3ccccc3)cc2)n1 | 1992 | 1738 |
| Cc1ccc(C)n1-c1nccc(-c2ccco2)n1 | 1971 | 1514 |
| Cc1noc(C)c1COc1ccc(C(=O)OCC(=O)Nc2c(C)n(C)n(-c3ccccc3)c2=O)cc1 | 1987 | 1621 |
| COc1cccc2cc(/C(=N/O)c3ccccc3)oc12 | 1729 | 1555 |
| O=C1CNC(=O)/C1=C\N1CCCCC1 | 1982 | 1640 |
| CCCCCCCC[n+]1cccc(C(=O)N2c3c(nc(N)[nH]c3=O)NC(C)C2C)c1 (stereo unspecified) | 1727 | 1616 |
| CCOC(=O)CC(=O)CSc1ncnc2c1nnn2-c1ccc(F)cc1 | 1780 | 1563 |
| O=C(NCc1ccncc1)C(=O)NCc1ccco1 | 1616 | 1540 |

Single entries from above.
Under SRC3 TRFRET art, `COc1cccc2cc(/C(=N/O)c3ccccc3)oc12` is entered as 1555
Under SRC3 TRFRET art, `Cc1cc(C(=O)N/N=C/c2cccs2)no1` is entered as 1600
Under SRC3 TRFRET art, `Cc1cccc(NCc2ccc(O)c3ncccc23)c1C` is entered as 1457
Under SRC1 TRFRET art, `O=C(NCc1ccncc1)C(=O)NCc1ccco1` is entered as 1616
Under SRC1 TRFRET art, `CS(=O)(=O)Nc1ccccc1C(=O)NCc1ccccc1Cl` is entered as 2125

Back to the main list, repeating the 2 entries before the break.
| SMILES | SRC1 TRFRET art | SRC3 TRFRET art |
| --- | --- | --- |
| CCOC(=O)CC(=O)CSc1ncnc2c1nnn2-c1ccc(F)cc1 | 1780 | 1563 |
| O=C(NCc1ccncc1)C(=O)NCc1ccco1 | 1616 | 1540 |
| CCOC(=O)c1ccccc1N1C(=O)C2Sc3[nH]c(=O)sc3C(/C=C/c3ccccc3)C2C1=O (stereo unspecified) | 1900 | 1454 |
| CC1CC1C(=O)OCC(=O)Nc1cccc([N+](=O)[O-])c1 (stereo unspecified) | 1972 | 1555 |
| COc1ccc(CCNC(=O)Cc2cc(OC)c(OC)cc2Br)cc1OC | 1443 | 1477 |
| Cn1c(N)cc(=O)n(Cc2ccccc2)c1=O | 1833 | 1469 |
| O=C(NCC1CCCO1)C(c1cccs1)N(C(=O)c1ccc(-c2ccccc2)[nH]1)C1CCCC1 (stereo unspecified) | 1670 | 1416 |
| Cc1onc(-c2ccccc2)c1C(=O)c1c[nH]c(C(=O)NCc2ccccn2)c1 | 1682 | 1532 |
| CC(=O)N/C(=C/c1ccc2c(c1)OCO2)C(=O)O | 1886 | 1613 |
| C/C(=N\S(=O)(=O)c1ccc(C)cc1)NC(=S)Nc1ccccc1 | 1899 | 1516 |
| COc1ccccc1-c1ccc(C(=O)O)o1 | 1950 | 1545 |
| C=CCNC(=S)N(C1CCCCC1)C1CCCCC1 | 1663 | 1573 |
| Clc1ccc(-c2nnc(NCc3ccccc3)c3ccccc23)cc1 | 1604 | 1326 |
| CC(=O)c1c(O)cc(=O)n(-c2ccccc2)c1-c1ccc(Cl)cc1 | 1595 | 1385 |
| Cc1onc(C(=O)NCc2ccccn2)c1[N+](=O)[O-] | 1682 | 1479 |
| COC(=O)CCN(C(=O)c1ccc(N2CCCCC2)c([N+](=O)[O-])c1)c1ccccn1 | 1747 | 1669 |
| COc1ccc2cc(/C=C3\SC(=S)NC3=O)c(N3CCOCC3)nc2c1 | 1862 | 1696 |
| COc1ccc(-n2ccnc2CN2CCN(C3CCCC3)C(CCO)C2)cc1 (stereo unspecified) | 1602 | 1434 |
| Cc1ccccc1C(=O)N/N=C1/SCC(=O)N1Cc1ccc2c(c1)OCO2 | 1578 | 1705 |
| COc1ccc(C)cc1NC(=O)C(Sc1nncn1C)c1ccccc1 (stereo unspecified) | 1702 | 1524 |
| Nc1cnn(Cc2ccccc2F)c1 | 1566 | 1466 |
| CC(Cc1c[nH]c2ccccc12)NC(N)=O (stereo unspecified) | 1642 | 1675 |
| Cc1cc(C(=O)CSc2nnc(-c3cccs3)o2)c(C)n1-c1ccccc1 | 1988 | 1699 |
| CC(C)CN(C)C(=O)CCc1nnc(Cc2ccc(-c3ccccc3)cc2)o1 | 1610 | 1492 |
| CCCCOc1ccc(C(C)NC(=O)C2CCCN(S(=O)(=O)CCC)C2)cc1 (stereo unspecified) | 1932 | 1676 |
| O=C(N/N=C/c1c(F)cccc1Cl)c1ccc(Cn2cc(Br)cn2)o1 | 1864 | 1509 |
| Cc1ccccc1/C=N/NC(=O)c1sccc1C | 1837 | 1773 |
| NC(=O)COC(=O)Cc1coc2cc3c(cc12)CCC3 | 1626 | 1610 |
| Cc1cccc(C)c1OCC(=O)Nc1cccc(C(=O)O)c1 | 1737 | 1575 |
| COc1ccc(Cl)cc1C(=O)Nc1ccc(Br)c(C)n1 | 1726 | 1608 |
| CC(=O)N1CCc2cc(S(=O)(=O)NCCC(=O)Nc3ccc4c(c3)OCCO4)ccc21 | 1743 | 1864 |
| O=C(NC(=S)Nc1ccccn1)c1cc(-c2ccccc2)nc2ccccc12 | 1964 | 1648 |
| Cc1ccc(C(=O)c2oc3ccccc3c2NC(=O)c2cc(-c3ccccc3O)n[nH]2)cc1 | 1733 | 1608 |
| CCOC(=O)N1CCN(C(=O)c2ccc3c(=O)n(-c4ccccc4F)c(=S)[nH]c3c2)CC1 | 1788 | 1495 |
| O=C(CSCc1ccccc1F)NCc1ccc(F)cc1 | 1639 | 1461 |
| Cc1ccc(-c2nn(C)c(=O)c3ccccc23)cc1S(=O)(=O)NCCN(C)C | 1619 | 1611 |
| CCc1ccc(N2CCN(C(=O)c3ccc(OC)c(OC)c3)CC2)cc1 | 1735 | 1822 |
| Cc1ccc(S(C)(=O)=O)cc1S(=O)(=O)Nc1ccccc1 | 1764 | 1529 |
| CCO[C@H]1OC(C(=O)N2CCN(Cc3ccccc3)CC2)=C[C@@H](c2cn(C(C)=O)c3ccccc23)[C@@H]1CCCO | 1801 | 1640 |
| COc1ccc(N=C(NN)c2ccc3ccccc3n2)cc1 | 1580 | 1400 |
| Cc1nc2ccccc2c(=O)n1NC(=O)/C=C/c1ccccc1 | 1892 | 1493 |
| O=C(NCc1ccncc1)NC12CC3CC(CC(C3)C1)C2 | 1468 | 1492 |
| CCOc1cc(N2CCOCC2)c(OCC)cc1NC(=O)CSc1ncccn1 | 2000 | 1588 |
| Cc1csc(Nc2ccccc2)[n+]1-c1ccccc1 | 1441 | 1429 |
| Cc1ccc(/C=C/C(=O)O)cc1S(=O)(=O)NC1CCS(=O)(=O)C1 (stereo unspecified) | 1922 | 1551 |
| O=C(Cn1cnc2c(oc3ccccc32)c1=O)N1CCCC1 | 1690 | 1707 |
| CC(=O)c1ccc(NC(=O)CSc2nc(=O)cc(N)n2-c2ccccc2)cc1 | 1566 | 1627 |
| Cc1cc(NC(=O)c2ccccc2O)nc(C)n1 | 1771 | 1721 |
| CCc1cc2c(=O)c(-c3nc(C)cs3)coc2cc1OC(C)C(=O)NCCO (stereo unspecified) | 5866* | 1621 |
| CC(=O)c1cccc(NC(=O)c2ccc(C)o2)c1 | 1632 | 1753 |
| CC(C)CN(C(=O)COC(=O)c1ccccc1SCC(=O)NC1CCCCCC1)C1CCS(=O)(=O)C1 (stereo unspecified) | 1872 | 1563 |
| CN(C(=O)COC(=O)c1ccccc1SCC(=O)NC1CCCCCCC1)C1CCS(=O)(=O)C1 (stereo unspecified) | 1481 | 1488 |
| CCCN1CNc2c(c(=O)[nH]c(=S)n2-c2ccc(Cl)cc2)C1 | 1740 | 1431 |
| CC(=O)NCc1ccc(-c2nc3ccccc3s2)cc1 | 1923 | 1566 |
| O=C1CC(C(=O)Nc2cccc(F)c2)n2ncnc2N1 (stereo unspecified) | 1744 | 1520 |
| O=C(CSc1nc2ccccc2c(=O)n1CCCN1CCOCC1)N1CCN(c2ccccc2)CC1 | 2088 | 1571 |
| O=C(/C=C/c1ccco1)NC(=S)Nc1ccc(O)c(-c2nc3ccccc3s2)c1 | 1792 | 1299 |
| OC1CCN(c2ncnc3c2nnn3Cc2c(F)cccc2Cl)CC1 | 1794 | 1436 |
| O=C(COC(=O)Cc1ccc(-c2ccccc2)cc1)NCc1ccc(F)cc1 | 1478 | 1678 |
| COc1cc(-c2n[nH]c(=S)n2-c2cc(C(F)(F)F)ccc2Cl)cc(OC)c1OC | 1880 | 1643 |
| COc1cc(C2Nc3ccc4ncccc4c3C3=C2C(=O)CCC3)ccc1O (stereo unspecified) | 1802 | 1541 |
| COc1ccc(-c2cc3nc(-c4ccccc4)cc(N4CCC(O)CC4)n3n2)cc1 | 1747 | 1551 |

(cont.)
| SMILES | SRC1 TRFRET art | SRC3 TRFRET art |
| --- | --- | --- |
| COc1ccccc1C(=O)N/C(=C/c1cccc([N+](=O)[O-])c1)C(=O)Nc1cccc(C(=O)O)c1 | 2162 | 1643 |
| CCOc1ccccc1N1CCN(S(=O)(=O)CC)CC1 | 1632 | 1420 |
| Cc1nnsc1C(=O)NC(C)c1ccccc1 (stereo unspecified) | 1749 | 1603 |
| CS(=O)(=O)N1CCN(C(=O)c2cc(-c3cccnc3)nc3ccc(Cl)cc23)CC1 | 1669 | 1448 |
| O=[N+]([O-])c1cc(CN2CCCC2)ccc1Sc1ccc(Cl)cc1 | 1770 | 1379 |
| CCn1cc(C(=O)O)c(=O)c2cc(F)c(N3CCN(S(=O)(=O)c4ccc(NC(C)=O)cc4)CC3)cc21 | 1693 | 1559 |
| CC(=O)N(Cc1cccnc1)c1cccc(-c2nc3ccccc3s2)c1 | 1771 | 1652 |
| CC1CN(C(=O)COC(=O)c2ccc(NC(=O)CC#N)cc2)CC(C)O1 (stereo unspecified) | 2010 | 1453 |
| Cc1nn(-c2ccccc2)c(N2CCCC2)c1/C=N/NC(=O)c1cc(-c2cccs2)nc2ccccc12 | 2110 | 1489 |
| CC(C)[C@H](NC(=O)c1ccc(Cl)c([N+](=O)[O-])c1)C(=O)NCc1ccc(Cl)cc1Cl | 1740 | 1569 |
| NC(=O)[C@@H]1CCCN1Cc1nc(-c2cccs2)no1 | 1711 | 1635 |
| COCCNC(=S)N1CCCC(CO)C1 (stereo unspecified) | 1901 | 1516 |
| Cc1nn(-c2ccccc2)c(N)c1C(c1ccccc1)c1c(C)nn(-c2ccccc2)c1N | 1821 | 1603 |
| CCC(=O)NC(=S)Nc1ccc(NC(=O)c2ccccc2[N+](=O)[O-])cc1 | 1769 | 1694 |
| CC(=O)Nc1ccc(S(=O)(=O)N(C)c2ccccc2)cc1 | 1791 | 1685 |
| COc1ccccc1-c1nnc2sc(C3CCCCC3)nn12 | 1986 | 1519 |
| CCOc1ccc(NC(=O)C(NC(=O)C2CCC(C)CC2)C(C)C)cc1 (stereo unspecified) | 1967 | 1732 |
| CCOc1ccccc1Nc1nnc(SC(C)C(=O)Nc2nc(-c3ccccc3)cs2)s1 (stereo unspecified) | 1728 | 1534 |
| O=C(O)C1CCC(N2C(=O)C3C4CCC(C4)C3C2=O)CC1 (stereo unspecified) | 1729 | 1453 |
| CC(NC(=O)c1ccco1)C(c1cccs1)N1CCN(c2ccccc2)CC1 (stereo unspecified) | 1810 | 1322 |

Profiles as entered above. Values in the order: SRC1 TRFRET art | SRC3 TRFRET art
Results for COc1ccccc1-c1ccc(C(=O)O)o1 = 1950 | 1545
Results for CCCn1c(SCC(=O)Nc2cc(S(=O)(=O)N3CCOCC3)ccc2OC)n[nH]c1=O = 1546 | 1432
Results for Cc1csc(Nc2ccccc2)[n+]1-c1ccccc1 = 1441 | 1429

This is a random part of the collection. Share with any hit: about 0.65%.
